USP1-UAF1 inh: Inhibitors of USP1/UAF1: Primary Screen | Ubiquitin carboxyl-terminal hydrolase 1 (Homo sapiens), O94782 | recombinant USP1/UAF1, Ub-Rhodamine cleavage fluorescence | Potency, µM (doses to about 57.1 µM), inactives show at the top dose activity change, negative = inhibition, usual class: inhibitors | 390,000 compounds, 0.23% hits | AID 743255, 2014; note: potency is the fitted concentration of half-maximal effect; % is set by controls: 0 for no effect and ±100 for the full control effect; nearly all actives have a fitted effect of over 60% in size; inactives centre near -12
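USP1/UAF1 complex at 1 nM was preincubated with compound for 15 min at room temperature, then Ub-Rho substrate (150nM final) was added. Fluorescence (480/540 nm) was read kinetically, 6 reads every 60 seconds.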
Vif-APOBEC3F blk: qHTS for Inhibitors of Vif-A3F Interactions: qHTS; HeLa A3F-eYFP + Vif (tagged APOBEC3F with the HIV-1 protein that degrades it), YFP fluorescence increase; Potency, µM (highest dose often 46.1 µM), for the others: top-dose activity, negative = active; 390,000 compounds, 0.2% hits; AID 602313, 2012; note: potency is the fitted concentration of half-maximal effect; % of control where 0% means no effect; nearly all actives have a fitted effect of over 65% in size
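HeLa cells stably expressing A3F-eYFP plus Vif, plated and incubated overnight at 37 deg C, then exposed to compounds overnight at 37 deg C. Blocked degradation read as raised yellow fluorescence (Ex 488/Em 500-530).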
mIDH1 inhibitor: qHTS for Inhibitors of mutant isocitrate dehydrogenase 1 (IDH1): qHTS | IDH1-R132H enzyme, NADPH consumption, diaphorase/resazurin fluorescence | Potency, µM (top dose mostly 76.6 µM), for the others: top-dose activity change, negative = inhibition, most hits filed as inhibitors | 390,000 compounds, 0.093% hits | AID 602179, 2012 | Isocitrate dehydrogenase [NADP] cytoplasmic (Homo sapiens), O75874; note: potency is the fitted concentration of half-maximal effect; % is set by controls: 0 for no effect and ±100 for the full control effect; nearly all actives have a fitted effect of over 65% in size
Target sequence (O75874 whole entry R132H, stated change not applied): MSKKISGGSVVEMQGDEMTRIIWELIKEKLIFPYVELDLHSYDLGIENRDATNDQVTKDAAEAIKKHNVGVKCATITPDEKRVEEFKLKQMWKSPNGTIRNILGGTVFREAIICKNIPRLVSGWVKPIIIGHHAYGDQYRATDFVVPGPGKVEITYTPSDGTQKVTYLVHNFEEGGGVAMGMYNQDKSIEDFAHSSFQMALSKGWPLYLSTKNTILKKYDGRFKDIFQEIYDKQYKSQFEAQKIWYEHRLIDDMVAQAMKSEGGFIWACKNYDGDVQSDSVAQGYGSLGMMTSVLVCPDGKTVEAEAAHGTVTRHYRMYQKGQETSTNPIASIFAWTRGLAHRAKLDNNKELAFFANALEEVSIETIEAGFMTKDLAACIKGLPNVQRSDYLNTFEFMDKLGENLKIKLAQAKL
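IDH1-R132H (0.5 ug/mL) preincubated 30 min with compound, then NADPH (0.016 mM) and alpha-KG (2 mM) added; 80 min at RT, pH 7.5. Remaining NADPH coupled via diaphorase/resazurin to fluorescence (540/590 nm); concentration-response curves normalized to no-enzyme control.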
TrxR1 substrate: qHTS Assay for Substrates of Mammalian Selenoprotein Thioredoxin Reductase 1 (TrxR1): qHTS | purified TrxR1 substrate turnover, NADPH consumption readout | 390,000 compounds, 0.01% hits | Potency, µM (top dose mostly 114 µM), for inactives: at the top dose activity change, negative = substrate turnover; note: potency is the fitted concentration of half-maximal effect; % is set by controls: 0 for no effect and ±100 for the full control effect; nearly all actives have a fitted effect of over 50% in size
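Rat TrxR1, dispensed at 90 nM, was prereduced with 400 uM NADPH (final) for 5 min at ~22 deg C, then incubated with compound 15 min before 400 uM selenite. A first-read NADPH fluorescence drop versus no-compound background flagged substrates.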
LDHA inh: qHTS assay for inhibitors of human lactate dehydrogenase. L-lactate dehydrogenase A chain (Homo sapiens), P00338. purified LDHA, NADH/diaphorase-resazurin fluorescence; hits give low values. activity change, % (values are at about 110 or 230 µM). 480,000 compounds, 0.15% hits. AID 1347041, 2019; in the data active = activity change below about -30%; inconclusive = mostly about -25% to -30%;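 note: plate controls were DMSO wells for no effect and wells without enzyme for full effect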
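Remaining NADH was detected by diaphorase (0.133 mg/mL) converting 37 µM resazurin to fluorescent resorufin, read at 0 and 20 minutes. The preceding 5-minute room-temperature reaction used 2 nM LDHA, 0.2 mM sodium pyruvate and 0.06 mM NADH at pH 7.4.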
Vif-APOBEC3G blk: qHTS for Inhibitors of Vif-A3G Interactions: qHTS; DNA dC->dU-editing enzyme APOBEC-3G (Homo sapiens), Q9HC16; HeLa A3G-eYFP + Vif (tagged APOBEC3G with the HIV-1 protein that degrades it), YFP fluorescence, overnight; Potency, µM (highest dose often 46.1 µM), for inactives: at the highest dose activity, negative = active, most hits filed as inhibitors; 410,000 compounds, 0.076% hits; AID 602310, 2012;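 note: potency is the fitted concentration of half-maximal effect; % is set by controls: 0 for no effect and ±100 for the full control effect; nearly all actives have a fitted effect of over 60% in size; hits raise eYFP signal because A3G escapes Vif-driven loss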
Target sequence (Q9HC16 whole entry, looked up): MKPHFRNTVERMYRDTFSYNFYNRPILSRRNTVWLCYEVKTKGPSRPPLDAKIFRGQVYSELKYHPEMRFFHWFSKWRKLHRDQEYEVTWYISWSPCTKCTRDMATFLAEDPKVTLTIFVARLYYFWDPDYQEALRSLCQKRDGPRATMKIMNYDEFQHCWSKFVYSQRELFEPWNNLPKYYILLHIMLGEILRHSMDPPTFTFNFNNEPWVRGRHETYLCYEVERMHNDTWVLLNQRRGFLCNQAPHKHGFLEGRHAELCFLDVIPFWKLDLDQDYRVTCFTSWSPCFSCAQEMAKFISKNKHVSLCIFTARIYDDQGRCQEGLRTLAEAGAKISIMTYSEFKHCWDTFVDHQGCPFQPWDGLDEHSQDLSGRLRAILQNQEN
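Read-out is eYFP fluorescence (Ex 488/Em 500-530) from Vif-expressing HeLa A3G-eYFP cells; more signal means A3G escaped Vif-mediated degradation. Cells plated overnight, compound pinned in, incubated overnight at 37 deg C.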
RGS4 inhibitor: Inhibitors of Regulator of G Protein Signaling (RGS) 4: qHTS | Regulator of G-protein signaling 4 (Homo sapiens), P49798 | Transcreener GDP fluorescence polarization, RGS4-accelerated GTP hydrolysis | Potency, µM (series often up to 114 µM), without a hit: top-dose activity change, negative = inhibition, usual class: inhibitors | 390,000 compounds, 0.039% hits; note: potency is the fitted concentration of half-maximal effect; % is set by controls: 0 for no effect and ±100 for the full control effect; nearly all actives have a fitted effect of over 75% in size; some results filed as inactive show a strong effect at the top dose
Target sequence (P49798 whole entry, looked up): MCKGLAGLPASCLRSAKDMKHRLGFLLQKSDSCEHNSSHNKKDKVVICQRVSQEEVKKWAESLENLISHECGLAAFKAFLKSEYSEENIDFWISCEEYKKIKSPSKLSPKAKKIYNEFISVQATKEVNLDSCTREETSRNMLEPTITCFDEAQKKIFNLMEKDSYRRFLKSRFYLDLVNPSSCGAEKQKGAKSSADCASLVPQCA
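MLSMR compounds (23 nl, pin-transferred) preincubated 10 min at room temperature with a 500nM (2x) first reagent, then RGS4 at 900nM (2x) plus Transcreener GDP mix added; fluorescence polarization (620/688 nm) read before and after 90 min at 30 °C.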
TrxR1 inh: qHTS Assay for Inhibitors of Mammalian Selenoprotein Thioredoxin Reductase 1 (TrxR1): qHTS; 390,000 compounds, 1% hits; AID 588453, 2011; recombinant rTrxR1, NADPH fluorescence consumption, selenite substrate; Potency, µM (highest dose often 114 µM), for inactives: at the highest dose activity change, negative = inhibition, most hits filed as inhibitors; note: potency is the fitted concentration of half-maximal effect; % is set by controls: 0 for no effect and ±100 for the full control effect; nearly all actives have a fitted effect of over 65% in size
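Rat TrxR1 (90 nM in the dispensed reagent) was pre-reduced with 400 uM NADPH for 5 min at room temperature, then incubated with compound for 15 min. After 400 uM selenite was added, NADPH fluorescence (Ex 340/Em 450 nm) was followed for 8 min.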
GRP78 ERSR act: qHTS for Inducers of the Endoplasmic Reticulum Stress Response (ERSR) in Human Glioma: qHTS; U87-MG GRP78 promoter luciferase reporter, 16 h; Potency, µM, inactives show at the highest dose activation, usual class: activators; 420,000 compounds, 0.02% hits; AID 602332, 2012; note: potency is the fitted concentration of half-maximal effect; series mostly up to about 76 µM; % of control where 0% means no effect; nearly all actives have a fitted effect of over 35% in size
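ERSR induction read as luciferase luminescence (Bright-Glo, 10 min at room temperature) in stably transfected human U87-MG glioma cells exposed to compounds for 16 h, using GRP78 as sensor.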
* hit, by the source's call; ? = inconclusive; [ ] = another dose, or the depositor's remark. Unless noted, calls come from the whole dose curve; as a rule, active = well fitted curve in the direction sought with a large enough effect; inconclusive = small, poorly fitted or top-dose-only effect, or another doubt; inactive = no such curve, though single readings can be large; an effect the other way counts as inactive or inconclusive. A portion of the library; the hit share may differ from the screen's.

SMILES	USP1-UAF1 inh	Vif-APOBEC3F blk	mIDH1 inhibitor	TrxR1 substrate	LDHA inh	Vif-APOBEC3G blk	RGS4 inhibitor	TrxR1 inh	GRP78 ERSR act
CC(C)(C)C(=O)N1CCN(c2nc3c(F)cccc3s2)CC1	-13%	5%	-5%	-14%[57.1 µM]	-2	-4%	17%	-22%[57.1 µM]	4%
Cc1cccc(NC(=S)NCC(c2cccnc2)N2CCOCC2)c1 (stereo not given)	-3%	7%	2%	14%[57.1 µM]	-2	3%	5%	-11%[57.1 µM]	-3%
COc1ccc(CCN(C)CC(=O)Nc2c(C)cc(C)cc2C)cc1OC	-5%	3%	4%	1%	-1	-11%	9%	10%	-2%
O=C1c2ccccc2C(=O)N1CCCSc1nc2ccccc2o1	-22%	-11%	3%	-12%	-2	1%	18%	-5%	8%
Cc1ccc(OCC(=O)Nc2cc(S(=O)(=O)N3CCCCC3)ccc2N2CCN(C)CC2)c(C)c1	-20%	-1%	2%	-5%	2	4%	-28%	3%	-1%
COc1ccc(CC(=O)NCc2ccccc2)cc1S(=O)(=O)N1CCOCC1	-10%	-4%	-2%	-8%	-6	-8%	15%	-15%	-7%
COc1cc(-n2c(=O)c3ccccc3n(Cc3cccnc3)c2=O)cc(OC)c1OC	-19%	3%	7%	-5%	-3	0%	-19%	3%	-4%
Cc1oc2c(CN3CCCC3)c(O)ccc2c(=O)c1-c1ccccc1	5%	-10%	8%	337%[activator]	2	3%	3%	12%	-6%
Cc1nn(Cc2ccccc2Cl)c(C)c1NC(=O)c1nc2ncccn2n1	-6%	-10%	-1%	-3%	-1	0%	8%	12%	-5%
COC(=O)c1ccc(C(NC(=O)OCc2ccccc2)/C(F)=C/[C@@H](C)C(=O)NCc2ccc(-c3ccccc3)cc2)cc1 (stereo not given in full)	-15%	1%	-2%	-1%	-8	4%	-6%	22%	-2%
CCOC(=O)C(CCCCCOc1ccccc1[N+](=O)[O-])C(=O)OCC	-9%	-1%	9%	-13%	-3	-1%	19%	11%[57.1 µM]	-3%
O=C(Nc1cccc2ccccc12)c1ccc([N+](=O)[O-])s1	-14%	-10%	-3%	2%	-3	-15%	11%	-11%	-1%
COCCN(C(=O)c1ccc(N2CCCC2=O)cc1)c1c(N)n(CC(C)C)c(=O)[nH]c1=O	0%	-17%	5%	0%	-11	1%	?	8%	0%
NC(=O)c1ccc2c(=O)c(O)c(-c3cc(Cl)c(N)c(Cl)c3)[nH]c2c1	-13%	5%	-8%	81%[activator]	3	7%	-34%	10%	-5%
CN(c1ccccc1)S(=O)(=O)c1ccc(C(=O)NCc2ccc(F)cc2)cc1	-5%	-4%	6%	1%	-2	-4%	5%	8%	-2%
CCOC(=O)Cn1c(=O)oc2cc(S(=O)(=O)N(C)Cc3ccccc3)ccc21	?	3%	-4%	0%	-6	-3%	-40%[56.9 µM]	14%	-4%
O=C(Cc1ccc(Br)cc1)Nc1ccc(S(=O)(=O)Nc2ncccn2)cc1	1%	-1%	5%	-5%[2.29 µM]	-4	0%	-11%	22%[57.1 µM]	-2%
COc1ccc(OC)c(Nc2nc(-c3cccs3)cs2)c1	-18%	1%	-4%	-2%	1	-5%	-18%	1%	4%
O=C(CCCCCNC(=O)c1ccccc1)N/N=C/c1ccc(O)cc1O	-4%	-6%	10%	3%[57.1 µM]	1	0%	-8%	0%[57.1 µM]	1%
COc1ccc(-c2cc3cc(OC)c(OC)cc3cn2)cc1	-22%	-6%	-8%	25%	0	-7%	9%	15%	2%
COc1ccccc1CCC(=O)Nc1ccc(OC)c(S(=O)(=O)N2CCCCC2)c1	-5%	0%	26%	-2%	-3	-6%	-12%	-2%	-3%
Cc1ccc(Cn2c(CO)cnc2SCc2cccc(F)c2)cc1	-33%	0%	3%	-1%[57.1 µM]	0	1%	4%	9%[57.1 µM]	2%
CC(C)(C)C(=O)Nc1cccc(C(=O)c2cccc(NC(=O)C(C)(C)C)c2)c1	-22%	3%	3%	-5%[57.1 µM]	-3	0%	-22%[11.4 µM]	14%[57.1 µM]	2%
Cc1cccc(N(C(=O)Cn2nnc3ccccc32)C(C(=O)NCc2ccco2)c2ccncc2)c1 (stereo not given)	9%	0%	8%	5%[57.1 µM]	-7	-1%	-7%	1%[57.1 µM]	-4%
Cc1[nH]c(=O)[nH]c(=O)c1CSc1nnc([C@H](CC(C)C)NC(=O)OC(C)(C)C)o1	-15%	-5%	-3%	-4%	-6	-4%	-49%	10%[0.457 µM]	6%
COc1ccc(CCN(C)S(=O)(=O)c2cn(C)c(=O)n(C)c2=O)cc1OC	-19%	2%	3%	5%	-1	2%	-4%	18%	-7%
O/N=C(/c1ccccc1)c1cc2cc(Br)cc(Br)c2o1	-3%	?	10%	6%[57.1 µM]	-3	-8%	9%	6%[57.1 µM]	-7%
CCOC(=O)[C@@H]1[C@H]2COc3cc(OC)ccc3[C@H]2N2C(=O)N(c3ccccc3)C(=O)[C@]12C	-18%	1%	-13%	-3%	-2	-9%	6%	8%[57.1 µM]	-3%
Cc1ccc(OCC(O)CN2CC3(C)CC2CC(C)(C)C3)cc1 (stereo not given)	-18%	-8%	0%	10%	-12	-6%	-8%	18%	-2%
Cc1ccccc1CN(C)CC(=O)Nc1cccc(S(=O)(=O)N(C)c2ccccc2)c1	-6%	8%	-2%	-15%	1	0%	-22%	21%[57.1 µM]	-10%

Given comma-delimited: entries from further up
mol,USP1-UAF1 inh,Vif-APOBEC3F blk,mIDH1 inhibitor,TrxR1 substrate,LDHA inh,Vif-APOBEC3G blk,RGS4 inhibitor,TrxR1 inh,GRP78 ERSR act
Cc1cccc(NC(=S)NCC(c2cccnc2)N2CCOCC2)c1 (stereo not given),-3%,7%,2%,14%[57.1 µM],-2,3%,5%,-11%[57.1 µM],-3%
COc1ccc(CCN(C)CC(=O)Nc2c(C)cc(C)cc2C)cc1OC,-5%,3%,4%,1%,-1,-11%,9%,10%,-2%
O=C1c2ccccc2C(=O)N1CCCSc1nc2ccccc2o1,-22%,-11%,3%,-12%,-2,1%,18%,-5%,8%
Cc1ccc(OCC(=O)Nc2cc(S(=O)(=O)N3CCCCC3)ccc2N2CCN(C)CC2)c(C)c1,-20%,-1%,2%,-5%,2,4%,-28%,3%,-1%
COc1ccc(CC(=O)NCc2ccccc2)cc1S(=O)(=O)N1CCOCC1,-10%,-4%,-2%,-8%,-6,-8%,15%,-15%,-7%
COc1cc(-n2c(=O)c3ccccc3n(Cc3cccnc3)c2=O)cc(OC)c1OC,-19%,3%,7%,-5%,-3,0%,-19%,3%,-4%
Cc1oc2c(CN3CCCC3)c(O)ccc2c(=O)c1-c1ccccc1,5%,-10%,8%,337%[activator],2,3%,3%,12%,-6%
Cc1nn(Cc2ccccc2Cl)c(C)c1NC(=O)c1nc2ncccn2n1,-6%,-10%,-1%,-3%,-1,0%,8%,12%,-5%

More records follow:
SMILES	USP1-UAF1 inh	Vif-APOBEC3F blk	mIDH1 inhibitor	TrxR1 substrate	LDHA inh	Vif-APOBEC3G blk	RGS4 inhibitor	TrxR1 inh	GRP78 ERSR act
COc1ccc(COC(=O)C2CCN(S(=O)(=O)c3ccc(F)cc3)CC2)cc1	-1%	4%	-7%	-9%[57.1 µM]	-3	-2%	10%	-8%[57.1 µM]	-2%
O=C(NCCNC(=O)C(F)(F)F)c1ccncc1	-2%	-14%	7%	-3%	-4	-1%	21%	0%	1%
Cc1ccc(S(=O)(=O)N2CCc3c2cc([N+](=O)[O-])cc3[N+](=O)[O-])cc1	-19%	1%	-2%	2%	4	2%	3%	2%	-1%
CCOc1ccc(C(CC(=O)O)N2Cc3ccccc3C2=O)cc1OC (stereo not given)	-18%	0%	2%	2%	-3	-2%	7%	-10%	0%
O=C(NNC(=O)c1cc(C(F)(F)F)cc(C(F)(F)F)c1)c1ccc(Cl)cc1	-11%	-4%	5%	2%[57.1 µM]	-6	-5%	16%	24%[57.1 µM]	0%

From PubChem
